# Source: PubChem BioAssay (several laboratories)
# HEK293 NOD2/NF-kB: inhibition of NOD2-driven NF-kB reporter – cell-based, luminescence, uHTS, HEK293 (AID 1566) | HEK293 NOD2/NF-kB luciferase reporter, luminescence; higher % means a stronger effect | inhibition, % at 4 µM, or EC50 in µM where a hit was titrated | 290,000 compounds, 0.63% hits; note: many of its hits are not listed in these tables
# Yfh1-depleted yeast: mitochondrial function rescue without frataxin homolog – Friedreich's ataxia, plus single-dose screen, dose response (AID 1465) | S. cerevisiae Yfh1-off respiration, WST-1 reduction, 72 h; higher fold induction means a stronger effect | one-dose fold induction at 50 µM; EC50 in µM for titrated hits | 220,000 compounds, 0.074% hits;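 active = fold induction of absorbance versus untreated yeast above a set limit, then at least 30% activation at any dose in follow-up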;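 note: activators that raise dye reduction in frataxin-depleted yeast; strong numbers were not always called active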
# NOD1 inhibition: NOD1 signaling inhibitors, primary screen, cell-based, luminescence, uHTS (AID 1578); NOD1-driven NF-kB luciferase reporter cells, luminescence; higher % means a stronger effect; inhibition, % at 4 µM; hits with a dose series show EC50 in µM; 290,000 compounds, 1% hits; in the data active = inhibition mostly above about 36%, no sharp cut-off; inactive = mostly below about 34%;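 note: HEK-293T reporter cells stimulated with the NOD1 agonist gamma-tri-DAP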
# AID2073: inhibitors of Mint1-CaV2.2 protein interaction, biochemical, HTRF (AID 2073). inhibition, % at 20 µM, or IC50 in µM where a hit was titrated. HTRF protein-protein interaction, Mint1-CaV2.2; higher % means a stronger effect. 290,000 compounds, 0.19% hits; in the data active = inhibition mostly above about 51%, no sharp cut-off; note: some results filed as inactive read as strong as hits
# HIV fusion peptide: inhibitors of HIV fusion peptide binding, primary screen, biochemical, uHTS, fluorescence dequenching (AID 1986); cell-free peptide binding, fluorescence dequenching, 30 min; higher % means a stronger effect; one-dose inhibition, % at 20 µM; IC50 in µM for titrated hits; 290,000 compounds, 0.3% hits; in the data active = inhibition mostly above about 52%, no sharp cut-off; inactive = mostly below about 76%; note: some results filed as inactive read as strong as hits
# West Nile antiviral: West Nile virus antiviral activity, cell-based, CPE readout (AID 1621). CPE inhibition, % at 10 µM; hits with a dose series show IC50 in µM. 290,000 compounds, 0.02% hits. West Nile virus-infected cells, CPE inhibition; higher % means a stronger effect; in the data active = a potency from the dose series; note: strong numbers were not always called active
# NS5 inhibitors: flavivirus cap methylation enzyme inhibition – biochemical, confirmation dose response, primary screen (AID 588689); Dengue-2 NS5 methyltransferase capping enzyme assay, biochemical; higher % means a stronger effect; inhibition, % at 25 µM, or IC50 in µM where a hit was titrated; 340,000 compounds, 0.3% hits; in the data active = a potency from the dose series
# KOR beta-arrestin-1: kappa opioid receptor activators – cell-based, luminescence, uHTS, primary screen (AID 1777). KOR beta-arrestin recruitment, luminescence; higher % means a stronger effect. activation, % at 10 µM, or EC50 in µM where a hit was titrated. 280,000 compounds, 0.02% hits; in the data active = activation above about 50%, passing the limit was not always enough; note: a part of the inactive calls stands beside numbers as strong as those of hits
# KOR beta-arrestin-2: kappa opioid receptor blockers – cell-based, luminescence, uHTS (AID 1778) | KOR beta-arrestin recruitment, luminescence, antagonist mode; higher % means a stronger effect | inhibition, % at 10 µM, or IC50 in µM where a hit was titrated | 290,000 compounds, 0.091% hits; note: strong numbers were not always called active
# NS5 inhibitors pilot replicate: also measured in NS5 inhibitors; calls as there; inhibition, %; measured here: pilot screen replicate inhibition
# An asterisk follows results filed as active; i = inactive; . = not tested or not shown; [ ] = another dose, or the depositor's remark. Cut-off read from the data, not from the text of the source, unless noted: active = inhibition above about 50%; inactive = the rest. This is a subset. The share of hits here may be higher or lower than overall.
SMILES,HEK293 NOD2/NF-kB,Yfh1-depleted yeast,NOD1 inhibition,AID2073,HIV fusion peptide,West Nile antiviral,NS5 inhibitors,KOR beta-arrestin-1,KOR beta-arrestin-2,others
Cc1cc2[nH]c(=O)c(=O)[nH]c2cc1S(=O)(=O)Nc1cccc(F)c1,-17%,.,7%,22%,-2.1%,0.7%,-7%,-0.7%,-26%,
Cc1cc(NCCN2CCOCC2)n2ncc(-c3ccccc3)c2n1,-92%,i,-105%,21%,-1.7%,-0.1%,.,-1.7%,-3%,
COc1ccc(-c2cc(C(=O)NCCN3CCOCC3)c3ccccc3n2)cc1OC,5%,.,-16%,11%,1.2%,-0.1%,4%,15%,-9%,
Cc1ccc(-n2nnnc2SCC(=O)NCCC2=CCCCC2)c(C)c1,6%,i,-26%,-1%,1.2%,-0.4%,-5%,5.4%,6%,
C=CCn1c(=O)c2ccccc2n2c(SCc3csc(-c4ccccc4)n3)nnc12,3%,.,-43%,4%,0.9%,.,13%,2.8%,-55%,
CC(C)Cn1c(=O)c2sccc2n2c(CCCC(=O)N3CCC(N4CCCCC4)CC3)nnc12,-5%,.,-17%,6%,0.4%,-0.3%,3%,0.4%,-27%,
Cc1ccc(C)n1-c1ncn[nH]1,-18%,i,21%,2%,-1.5%,-0.2%,-2%,-2.5%,-87%,
Cc1nnc2ccc(N3CCN(c4cccc(C(F)(F)F)c4)CC3)nn12,10%,i,-18%,5%,-2.3%,0.2%,-1%,-1.5%,-4%,
COc1ccc(NC(=O)N2CCCC2C(=O)Nc2ccc(C)cc2C)cc1 (configuration not stated),-2%,.,-10%,-3%,1.0%,-0.4%,1%,2.6%,-20%,
Cc1ccc(-c2nnc(SCC(=O)Nc3sc(C)c(C)c3C#N)n2C)cc1,18%,i,-32%,15%,3.1%,-0.1%,-3%,3.5%,-35%,
O=C(Oc1ccc(=O)n(-c2ccccc2)n1)c1ccc(F)cc1,30%,i,-31%,-15%,2.1%,0.2%,-3%,-5.0%,-1%,
CSc1nc(C)cc(SCC(=O)Nc2ccc(Cl)cc2Cl)n1,23%,i,-19%,-1%,-2.3%,-0.7%,-2%,-1.2%,50%,
CCOC(=O)c1ccc(NC(=O)C(CC)CC)cc1,-2%,i,-20%,-4%,-2.3%,0.2%,-10%,7.6%,4%,
CCc1nn(C(CC)C(=O)NCc2cccc(OC)c2OC)c(=O)c2cc3occc3n12 (configuration not stated),13%,.,-10%,10%,-0.4%,0.1%,-4%,-0.3%,-19%,
CN1C(=O)NC(c2ccc(Cl)cc2)C2=C1CC(C)(C)CC2=O (configuration not stated),10%,.,-12%,0%,0.8%,-1.0%,-7%,0.3%,-18%,
COc1ccc(C)cc1NC(=O)NNC(=O)c1ccoc1C,14%,.,-17%,14%,-1.3%,-0.4%,6%,1.7%,-2%,
COc1ccc(S(=O)(=O)NCCc2c[nH]c3ccccc23)cc1OC,1%,.,-3%,10%,-1.3%,-0.7%,-5%,-10%,42%,
CCOC(=O)c1[nH]cnc1C(=O)NC(C)C,-6%,i,-23%,0%,-2.4%,-0.2%,-9%,-4.1%,-29%,
O=c1oc2ccccc2cc1-c1nc(-c2ccccc2)no1,-197%,i,-133%,4%,30%,1.4%,6%,-0.4%,0%,
CC1CCCN(C(=O)c2ccc([N+](=O)[O-])o2)C1 (configuration not stated),10%,.,-28%,8%,-0.5%,-0.7%,-9%,-0.8%,8%,
O=C(Nc1nc2ccccc2s1)C1CCCO1 (configuration not stated),-56%,i,-44%,0%,-1.2%,-0.3%,5%,-4.5%,-16%,
CN(C)S(=O)(=O)N1CCN(c2cccc(Cl)c2)CC1,-18%,i,-6%,0%,-1.0%,-0.4%,3%,10%,-6%,
CC(OC(=O)Cc1n[nH]c(=O)c2ccccc12)C(=O)Nc1ccc(Cl)cn1 (configuration not stated),7%,.,-34%,4%,-1.2%,-0.1%,7%,1.3%,0%,
OC(COCc1ccc2c(c1)OCO2)CN1CCN(Cc2ccccc2)CC1 (configuration not stated),-31%,i,20%,11%,-0.3%,-0.4%,-10%,7.2%,9%,
Cc1cc(Br)ccc1NC(=O)CN1C(=O)CCC1=O,-1%,i,1%,-4%,-1.7%,0.0%,-5%,-3.9%,-14%,NS5 inhibitors pilot replicate=-5.8
COCCNC(=O)CCC(=O)NNc1nc2ccccc2c2nc(C)nn12,-2%,i,-13%,-1%,1.0%,0.9%,-3%,-4.7%,3%,
O=C(c1ccccc1)N1CCN(CC(O)COc2ccc(Br)cc2)CC1 (configuration not stated),0%,.,-14%,12%,-0.5%,-1.6%,-14%,-0.6%,-13%[20 µM],
C=C(C)Cn1c(Sc2nc3ccccc3[nH]2)nc2c1c(=O)[nH]c(=O)n2C,6%,i,45%,-6%,10%,0.1%,1%,-1.6%,-45%,
Cn1c(C(=O)NCc2ccco2)cc2c(=O)[nH]c3ccccc3c21,3%,i,5%,6%,1.0%,0.3%,-7%,19%,-36%,
CCCOc1ccc(CCc2n[nH]c(=S)n2Cc2ccccc2)cc1,6%,i,7%,13%,4.1%,-0.4%,-15%,4.7%,-26%,
Cc1ccoc1C(=O)NCCNc1ccc(Cl)cc1[N+](=O)[O-],-19%,i,-50%,0%,-4.3%,-1.1%,-2%,0.3%,-29%,
C#CCOC(=O)/C(=C/C=C/c1ccccc1)NC(=O)c1ccccc1,15%,i,-8%,-2%,-0.4%,1.2%,0%,-0.6%,.,
COc1cc(-c2nnc3sc(Cc4ccccc4)nn23)cc(OC)c1OC,12%,i,-68%,-15%,1.4%,0.2%,-2%,-2.3%,-19%,
O=S(=O)(C=C(c1ccccc1)c1ccccc1)c1ccccc1,8%,i,8%,0%,-1.6%,-0.2%,-3%,7.5%,-32%,
O=C(Nc1cc(S(=O)(=O)N2CCCCC2)ccc1Cl)c1ccccc1NS(=O)(=O)c1ccc(F)cc1,2%,i,-54%,20%,13µM*,2.1%,5%,4.7%,-49%,
O=C(Nc1ccc(Cc2ccncc2)cc1)c1cccc([N+](=O)[O-])c1,-23%,i,-2%,33%,-4.3%,0.6%,-2%,20%,3%,
Clc1ccc(OCc2nc(-c3ccc(Br)o3)no2)cc1,9%,i,-25%,4%,-2.0%,-0.1%,-2%,-7.7%,-19%,
CCOC(=O)c1sc(C)c(C(=O)NCC(C)(C)CN(C)C)c1N,21%,i,10%,1%,-2.0%,-0.2%,-3%,5.1%,4%,
O=C(NNC(=S)Nc1ccccc1)c1cc(-c2cccnc2)nc2ccccc12,6%,i,-28%,21%,7.4%,1.9%,-5%,-6.5%,6%,
CSc1ccc(CCNS(=O)(=O)c2ccc3c(c2)C(C)(C)C(=O)N3C)cc1,18%,.,-18%,8%,-0.7%,0.1%,-7%,-0.3%,-19%,
CCn1c(COc2cccc3ccccc23)nnc1SCC(N)=O,7%,i,.,-18%,1.3%,0.2%,-10%,-0.1%,7%,
CC(/C=N/n1c(C2CCCCC2)n[nH]c1=S)=C\c1ccccc1,17%,i,27%,-39%,4.2%,0.6%,-9%,9.4%,-6%,
CCOc1ccc(C(=O)/C=C/c2ccc(SC)cc2)cc1,-2%,i,0%,2%,2.2%,0.4%,-2%,4.3%,-4%,
Cc1cc(C)nc(NS(=O)(=O)c2ccc(NC(=O)c3ccc(N4C(=O)CCC4=O)cc3)cc2)n1,4%,i,-21%,-8%,0.9%,-0.2%,-1%,-1.3%,-9%,
COc1cccc(NC2c3ccccc3C(=O)N2Cc2ccccc2Cl)c1 (configuration not stated),-10%,i,-12%,5%,0.1%,0.6%,-6%,0.9%,0%,
O=C(NC(=O)N1CCCc2ccccc21)c1ccccc1,3%,i,-32%,-4%,-1.3%,0.1%,3%,-1.9%,-33%,
O=C(/C=C/c1ccc(Cl)cc1Cl)NC(=S)Nc1ccccn1,-79%,i,-62%,7%,-2.1%,0.1%,-4%,-4.0%,19%,
Cc1[nH][nH]c(=O)c1C(c1cc([N+](=O)[O-])ccc1O)c1c(C)[nH][nH]c1=O,10%,i,-7%,11%,12%,-0.2%,3%,-2.9%,19%,

# Copied from the entries so far (two entries):
SMILES,HEK293 NOD2/NF-kB,Yfh1-depleted yeast,NOD1 inhibition,AID2073,HIV fusion peptide,West Nile antiviral,NS5 inhibitors,KOR beta-arrestin-1,KOR beta-arrestin-2,others
O=C(/C=C/c1ccc(Cl)cc1Cl)NC(=S)Nc1ccccn1,-79%,i,-62%,7%,-2.1%,0.1%,-4%,-4.0%,19%,
Cc1[nH][nH]c(=O)c1C(c1cc([N+](=O)[O-])ccc1O)c1c(C)[nH][nH]c1=O,10%,i,-7%,11%,12%,-0.2%,3%,-2.9%,19%,

# Looked up one by one from above:
SMILES,HEK293 NOD2/NF-kB,Yfh1-depleted yeast,NOD1 inhibition,AID2073,HIV fusion peptide,West Nile antiviral,NS5 inhibitors,KOR beta-arrestin-1,KOR beta-arrestin-2,others
CSc1ccc(CCNS(=O)(=O)c2ccc3c(c2)C(C)(C)C(=O)N3C)cc1,18%,.,-18%,8%,-0.7%,0.1%,-7%,-0.3%,-19%,
O=C(/C=C/c1ccc(Cl)cc1Cl)NC(=S)Nc1ccccn1,-79%,i,-62%,7%,-2.1%,0.1%,-4%,-4.0%,19%,
Cc1cc(C)nc(NS(=O)(=O)c2ccc(NC(=O)c3ccc(N4C(=O)CCC4=O)cc3)cc2)n1,4%,i,-21%,-8%,0.9%,-0.2%,-1%,-1.3%,-9%,

# (listing goes on)
SMILES,HEK293 NOD2/NF-kB,Yfh1-depleted yeast,NOD1 inhibition,AID2073,HIV fusion peptide,West Nile antiviral,NS5 inhibitors,KOR beta-arrestin-1,KOR beta-arrestin-2,others
CSc1ccc(/C=N/N2CCN(Cc3ccc(Cl)cc3)CC2)cc1,6%,i,-20%,0%,0.3%,-0.7%,-8%,2.7%,-5%,
COc1ccc(OC)c(NC(=O)Cn2cnc3c(cnn3-c3ccccc3)c2=O)c1,12%,i,-3%,-4%,2.0%,-0.3%,-3%,1.8%,-22%,
CCNc1ccc(Br)cc(C(=O)/C=C/c2ccc3c(c2)OCO3)c1=O,-13%,i,4%,21%,0.6%,0.2%,-9%,-2.5%,-27%,
CC(=O)NC(CC(=O)Nc1ccc(S(=O)(=O)N2CCCCC2)cc1)c1ccccc1 (configuration not stated),-26%,i,-5%,1%,-1.8%,0.4%,-4%,-0.9%,12%,NS5 inhibitors pilot replicate=0.9
COc1ccc(Cc2nnc(CCc3ccccc3)s2)cc1,-7%,.,-31%,4%,-0.4%,0.8%,-7%,-1.6%,15%,
COc1ccc(C(=O)c2cccc(C(=O)c3ccc(OC)c(C)c3)c2)cc1C,13%,.,-3%,0%,1.3%,0.3%,-1%,-0.3%,26%,
O=C(Nc1ccc(C(=O)N2CCCC2)cc1)c1ccc(F)cc1Cl,4%,.,-14%,8%,0.1%,-0.2%,-5%,-1.2%,-8%,
CCCOC(=O)c1ccc(-c2c(C)noc2-c2ccc(OC)cc2O)o1,7%,i,-10%,17%,3.8%,-0.2%,-6%,5.6%,-3%,
O=C(COc1ccccc1)N1CCN(S(=O)(=O)c2ccc(Br)cc2)CC1,23%,.,-7%,-6%,-1.4%,-0.5%,-6%,1.7%,-16%,
O=C(c1ccco1)N1CCN(C2CC(=O)N(c3ccc(C(F)(F)F)cc3)C2=O)CC1 (configuration not stated),16%,.,16%,15%,3.6%,0.2%,-5%,-0.9%,-29%,
Cc1cc(C)n(CC(=O)N2CCCC(N3CCN(c4ccc(F)cc4)CC3)C2)n1 (configuration not stated),7%,.,20%,9%,-0.8%,-0.1%,1%,7.0%,-15%,
CC1(C)c2ssc(=S)c2-c2ccccc2N1C(=O)c1ccco1,23%,i,30%,-11%,0.6%,0.9%,-6%,6.3%,25%,
